Screens as filed in PubChem BioAssay.
GST TR-FRET counter = GST-antibody interaction or FRET quenching – biochemical, TR-FRET, artefact control for Vif-APOBEC3G degradation inhibitor project, dose response (AID 1117362); TR-FRET counter screen, biotin-GST/anti-GST signal; IC50 in µM for hits, for the others inhibition, % at the top dose, mostly 100 µM; 3,600 compounds, 2.8% hits;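 active means inhibition above 30% at one or more concentrations, seen consistently on every test date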;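 further: biotinylated GST protein used in place of GST-Vif 1-94 and biotin-A3G peptide; detects fluorescence quenchers or blockers of GST binding to anti-GST antibody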
* hit, by the source's call.

SMILES | GST TR-FRET counter
C=CCN1CCc2cccc3c2[C@H]1Cc1ccc(O)c(O)c1-3 | 11%
O=C(CCN1CCOCC1)NCC(=O)Nc1ccc(Br)cc1C(=O)c1ccccc1 | -0.4%
Cn1c(O)c(/C=N/NC(=O)c2ccncc2)c(=O)[nH]c1=S | -5.3%
O=C1NC(=O)C(=CN2CCc3ccccc32)C(=O)N1 | 4.7%
CN(C)[C@@H]1C(=O)C(C(N)=O)=C(O)[C@@]2(O)C(=O)C3=C(O)c4c(O)ccc(Cl)c4[C@@](C)(O)C3C[C@@H]12 (stereo partly drawn) | 11%
CCOc1cccc(OCC)c2c(C)[n+](CC3CCCO3)c(C)c1-2 (stereo not drawn) | 18%
CCCC(C)C(=O)NC1CCSC1=O (stereo not drawn) | -5.6%
CCN(CC)C(=O)c1ccc2c(c1)C1C(Cl)C(Sc3ccccc3[N+](=O)[O-])CC1C(C(=O)O)N2 (stereo not drawn) | -79%
CC1=C(O)C(=O)C=C2C1=CC=C1C2(C)CCC2(C)C3CC(C)(C(=O)O)CCC3(C)CCC12C (stereo not drawn) | -1.9%
Cn1cccc1/C=C1/C(=O)NC(=O)N(Cc2ccccc2)C1=O | 0.4%
O=C1C=Cc2ccccc2C1=O | 7.7%

Reformatted field by field: entries from further up
SMILES: O=C(CCN1CCOCC1)NCC(=O)Nc1ccc(Br)cc1C(=O)c1ccccc1
  GST TR-FRET counter: -0.4%

SMILES: Cn1c(O)c(/C=N/NC(=O)c2ccncc2)c(=O)[nH]c1=S
  GST TR-FRET counter: -5.3%

Gathered by group, the compounds so far with a COOH group.
SMILES | GST TR-FRET counter
CCN(CC)C(=O)c1ccc2c(c1)C1C(Cl)C(Sc3ccccc3[N+](=O)[O-])CC1C(C(=O)O)N2 (stereo not drawn) | -79%
CC1=C(O)C(=O)C=C2C1=CC=C1C2(C)CCC2(C)C3CC(C)(C(=O)O)CCC3(C)CCC12C (stereo not drawn) | -1.9%

These rows are one share of the data, so the mix of outcomes need not match the whole.
